ARFGAP1 inh: inhibitors of rat ARFGAP1; Q62848; Arfgap1-stimulated ARF1 GTP hydrolysis, GDP FP detection; inhibition, % at 16.5 µM; 360,000 compounds, 0.26% hits;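 active means inhibition above a per-plate limit, mean inhibition of low control wells plus 3 SD, cut at about 25% in these data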;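 further: 0% = DMSO wells with enzyme and 100% = wells lacking Arfgap1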
Target sequence (Q62848 1-136 limits assumed): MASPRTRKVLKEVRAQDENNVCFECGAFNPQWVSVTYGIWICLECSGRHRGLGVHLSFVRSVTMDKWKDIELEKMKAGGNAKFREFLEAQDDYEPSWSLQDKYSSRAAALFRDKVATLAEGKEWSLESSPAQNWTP
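Assay system: purified rat His6-Arfgap1 residues 1-136 (GAP domain); Reagent: human Δ17 ARF1 bound to GTP; Dosing: 16.5 µM single point, 1.26% DMSO; Times: GTP hydrolysis reaction 2 h at 25 °C; Signal: FP, GDP Alexa 633 tracer displaced from anti-GDP antibody, 620/688 nm; Measure: % inhibition from polarization.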
MBD2 DNA inh: MBD2-methylated oligo binding inhibition. inhibition, % at 4.4 µM. 370,000 compounds, 0.31% hits. AID 686964. TR-FRET, MBD2 binding to methylated oligonucleotide. Q9UBB5; in the data active means inhibition above about 13%
PLC-gamma1 inh: blocks human PLC-gamma1 enzyme activity; P19174; purified PLC-gamma1, fluorogenic substrate, fluorescence; inhibition, % at 12.2 µM; 370,000 compounds, 0.84% hits; AID 720700; in the data active means inhibition above about 9.5%
DDE Tn7 FP inh: disrupts Tn7 cyclic peptide binding to fibrin D-Dimer-E complex; P02675; FP displacement of FITC-Tn7 peptide from fibrin DD(E); 0% = median of compound wells per plate; inhibition, % at 8.3 µM; 370,000 compounds, 0.13% hits;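 active means inhibition above the mean of compounds falling within the control limits plus 3 SD of them, cut at about 14% in these data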;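 further: 0% = plate median of compound wells and 100% = 10 µM Aha-Tn7 peptide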
Target sequence (P02675 whole entry, looked up): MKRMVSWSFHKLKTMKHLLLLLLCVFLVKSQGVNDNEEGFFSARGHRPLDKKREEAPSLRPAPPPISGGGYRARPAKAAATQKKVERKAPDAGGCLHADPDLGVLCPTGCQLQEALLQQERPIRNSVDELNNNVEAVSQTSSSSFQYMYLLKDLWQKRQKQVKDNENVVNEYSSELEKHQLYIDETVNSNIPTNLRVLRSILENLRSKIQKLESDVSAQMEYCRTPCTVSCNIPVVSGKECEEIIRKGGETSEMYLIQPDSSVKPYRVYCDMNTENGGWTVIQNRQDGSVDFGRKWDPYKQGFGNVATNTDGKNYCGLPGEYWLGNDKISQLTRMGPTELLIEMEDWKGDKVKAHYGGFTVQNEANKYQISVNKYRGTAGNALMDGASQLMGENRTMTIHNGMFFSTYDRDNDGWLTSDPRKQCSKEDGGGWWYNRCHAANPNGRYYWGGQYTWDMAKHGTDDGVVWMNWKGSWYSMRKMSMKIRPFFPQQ
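Assay system: Human fibrin DD(E) protein | Medium: Tris buffer with calcium and detergent, pH 7.8 | Reagent: 0.1 µM fluorescent Tn7 | Compound dosing: Single point at 8.3 µM | Times: 10 min preincubation, 3 h with tracer, room temperature | Detection: Fluorescence polarization of the labelled Tn7 tracer | Controls: Aha-Tn7 high control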
Tn6 DDE FP: inhibitors of Tn6 peptide binding to human fibrin DD(E); P02675; Fibrin DD(E) TRITC-Tn6 fluorescence polarization displacement; inhibition, % at 8.3 µM; 370,000 compounds, 0.21% hits;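 active means inhibition above a per-campaign cutoff: mean of compounds within control limits plus 3 SD, cut at about 15% in these data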;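 further: 0% = median of all compound wells on the plate and 100% = blocking peptide control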
PLCb3 inh: PLC-beta3 (human) inhibition, primary screen | Q01970 | Purified PLC-beta3, fluorogenic substrate, fluorescence | inhibition, % at 12.2 µM | 370,000 compounds, 0.18% hits | AID 720704; in the data active means inhibition above about 11%;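 further: 0% = median of compound wells on plate and 100% = full blocker control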
KLK7 zymogen act: activates the human kallikrein-7 zymogen | P49862 | purified proKLK7, EDANS-DABCYL substrate fluorescence; 100% is mature enzyme control, 0% vehicle | activation, % at 7 µM | 370,000 compounds, 0.9% hits;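 active means activation above the mean of all tested compounds plus 3 SD, computed per campaign excluding outliers beyond control limits, cut at about 13% in these data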
Target sequence (P49862 whole entry, looked up): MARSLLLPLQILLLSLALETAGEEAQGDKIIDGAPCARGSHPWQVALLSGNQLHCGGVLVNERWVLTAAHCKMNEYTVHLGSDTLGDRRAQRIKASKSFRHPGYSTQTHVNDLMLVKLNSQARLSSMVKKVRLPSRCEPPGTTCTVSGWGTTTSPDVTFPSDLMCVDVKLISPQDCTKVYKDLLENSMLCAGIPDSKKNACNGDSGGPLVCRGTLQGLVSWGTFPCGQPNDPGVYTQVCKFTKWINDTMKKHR
UHRF1 MBD2 ctr: UHRF1 methyl-DNA binding inhibition | Q96T88 | UHRF1 binding to methylated oligo, TR-FRET | inhibition, % at 4.4 µM | 370,000 compounds, 0.75% hits | AID 687016; in the data active means inhibition above about 21%;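 further: UHRF1 SRA domain binding a hemimethylated CpG hairpin DNA probe; 0% = median of test compound wells and 100% = reference inhibitor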
ADAM17 inh: inhibits human ADAM17; AID 720648; 370,000 compounds, 0.83% hits; recombinant ADAM17, EDANS/DABCYL FRET peptide cleavage; inhibition, % at 6.95 µM;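 active means inhibition above the mean of compounds lying between control limits plus 3 SD, set per campaign, cut at about 8.5% in these data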;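 further: 0% = DMSO-only wells as the low control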
ASAP1 GAP inh: inhibitors of human ASAP1 ArfGAP activity | Q9ULH1 | ASAP1-stimulated ARF1 GTP hydrolysis, GDP FP detection | inhibition, % at 16.5 µM | 360,000 compounds, 0.19% hits | AID 624377; in the data active means inhibition above about 25%;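 further: 0% = vehicle with enzyme and substrate and 100% = no enzyme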
Active calls of the source: *; i = inactive.

SMILES | ARFGAP1 inh | MBD2 DNA inh | PLC-gamma1 inh | DDE Tn7 FP inh | Tn6 DDE FP | PLCb3 inh | KLK7 zymogen act | UHRF1 MBD2 ctr | ADAM17 inh | ASAP1 GAP inh
O=C1CCC(O)CCN1CCSc1ccccc1 (configuration not stated) | -7.9 | -0.5 | -0.8 | 1.2 | 11.4 | -0.2 | -0.1 | 2.0 | -0.2 | 4.6
CCOc1ccccc1C(=O)Nc1ccccc1C(N)=O | -4.0 | -4.9 | -0.8 | 0.5 | 1.2 | 5.5 | -0.1 | -5.8 | -2.5 | -5.7
FC(F)(F)c1ccc(-c2csc(-c3ccno3)n2)cc1 | 5.9 | -1.0 | 2.5 | 2.9 | -0.9 | 0.2 | -0.2 | -0.1 | 1.0 | -1.4
CCOC(=O)c1cc(-c2ccccc2)sc1NC(=O)CCN1C(=O)c2ccccc2C1=O | -0.6 | -0.4 | 0.7 | 7.0 | 0.2 | -0.5 | -0.4 | 4.3 | -3.9 | 0.1
O=C(c1ccco1)N1CCc2[nH]nc(-c3ccc(Cl)cc3)c2C1 | -5.8 | -2.1 | 1.0 | 0.9 | -4.1 | -4.4 | 0.3 | 0.5 | 5.5 | 3.8
COc1ccc(-c2nn(-c3ccccc3)cc2/C=C2/SC(=S)N(CCC(=O)O)C2=O)c(C)c1 | 1.2 | -0.3 | 3.7 | -3.4 | -1.2 | -7.0 | 0.3 | -0.9 | 3.0 | 0.8
COc1ccc(N(CC(=O)NC2CCCC2)C(=O)Cn2nnc(-c3ccc(OC)c(OC)c3)n2)c(OC)c1 | -1.8 | 0.5 | 0.1 | -0.9 | -3.2 | -2.6 | -0.3 | -0.7 | -1.1 | 2.9
Cc1ccc(-c2noc(CCC(=O)NCCN3CCc4ccccc4C3)n2)cc1 | 9.9 | 0.2 | -1.4 | 2.1 | 4.9 | 2.9 | 0.4 | 1.3 | -4.6 | 5.6
C[C@@H]1CCCCO[C@H](CN(C)Cc2ccc(Cl)c(Cl)c2)[C@H](C)CN([C@@H](C)CO)C(=O)c2cc(NC(=O)Nc3ccc(F)cc3)ccc2O1 | 0.8 | 4.6 | 3.6 | 7.7 | 5.5 | -0.2 | -0.7 | 2.0 | 1.9 | -3.3
COc1ccc(/C=C(\NC(=O)c2ccc(C)cc2)C(=O)NCCCn2ccnc2)cc1OC | 4.3 | 6.5 | -7.0 | 4.7 | 8.3 | -13.2 | 0.3 | 0.4 | -5.8 | -22.4
CCCNC(=O)CSc1nc(-c2cccs2)cc(C(F)(F)F)n1 | 4.7 | -1.3 | 5.5 | 2.6 | 10.8 | -1.5 | 0.8 | -1.1 | -5.1 | -4.4
CCn1c(COc2ccccc2C)nnc1SCC(=O)Nc1cc(C)on1 | 3.7 | -2.2 | 3.7 | -0.8 | -7.4 | 4.3 | 0.0 | 9.8 | 5.2 | 0.7
CCCC(C(=O)NNC(=O)c1cc(C)oc1C)c1ccccc1 (configuration not stated) | 0.6 | -1.5 | 1.8 | 0.4 | -5.9 | 4.3 | -0.4 | 0.4 | 0.5 | 0.8
CCC(=O)NCCCCNC(=O)CC | 2.3 | -2.7 | 4.4 | -2.1 | 3.5 | 2.6 | 0.2 | 0.5 | 0.2 | 3.8
Cc1ccsc1C1C(C(=O)O)c2ccccc2C(=O)N1C (configuration not stated) | -2.9 | -1.0 | 3.0 | 4.9 | -2.2 | 1.4 | 0.6 | 3.0 | 0.6 | -2.1
CCCCCCC(C)NC(=S)Nc1cc(S(=O)(=O)N(C)C)ccc1C (configuration not stated) | 9.9 | -0.1 | 0.1 | 0.2 | 5.0 | 4.2 | -0.3 | -3.5 | 3.7 | -1.1
NC(=O)c1ncn([C@@H]2O[C@H](CNCc3cccc4c3sc3ccccc34)[C@@H](O)[C@H]2O)n1 | -3.8 | 8.6 | -1.3 | 1.7 | 8.3 | 2.6 | -0.4 | 21.5* | -4.6 | 2.6
COc1ccc(-c2noc(CCC(=O)NCCN(C)Cc3ccccc3)n2)cc1 | 4.9 | -0.3 | -0.5 | 5.5 | 0.7 | -1.2 | -0.8 | 0.9 | -6.5 | -0.2
CN(Cc1cccc(Cl)c1)C(=O)C1CCC(=O)N(C2CC2)C1 (configuration not stated) | 4.7 | 6.5 | 0.8 | -8.4 | -10.7 | -0.1 | -0.4 | -0.2 | -2.7 | -5.3
O=C(COc1ccc(Cl)cc1)N(Cc1ccccc1)c1nc(-c2ccccc2)cs1 | 15.1 | 3.9 | 5.9 | -8.7 | -1.2 | 0.1 | 0.1 | 1.1 | 0.0 | 4.1
O=C(Cc1c[nH]c2ccccc12)OCC(=O)c1ccccc1 | 0.3 | 10.8 | -0.5 | -1.3 | 3.1 | -1.8 | 0.3 | 29.1* | 0.1 | 1.3
CCCCn1nc(C(=O)N2CCc3ccccc32)c2ccccc2c1=O | -13.0 | -0.4 | -1.0 | 7.5 | -3.3 | -2.5 | 0.1 | -1.9 | 0.6 | 10.9
CCOC(=O)COc1c(Cl)cc(/C=C2\N=C(C)OC2=O)cc1OC | -5.2 | 5.0 | 3.3 | -4.6 | 6.3 | -3.9 | -0.1 | 3.0 | -3.2 | 0.3
Nc1ccc2oc(-c3ccccc3Cl)cc(=O)c2c1O | -2.6 | -3.5 | 5.5 | -9.1 | -7.8 | 4.0 | 0.5 | -3.7 | 4.1 | -3.8
Cc1cc[n+]2n1CC(O)C2 (configuration not stated) | 2.4 | -5.8 | 1.3 | 4.5 | 1.6 | -3.3 | 0.6 | -1.4 | 0.5 | -3.2

In a second layout: entries from further up
ARFGAP1 inh	MBD2 DNA inh	PLC-gamma1 inh	DDE Tn7 FP inh	Tn6 DDE FP	PLCb3 inh	KLK7 zymogen act	UHRF1 MBD2 ctr	ADAM17 inh	ASAP1 GAP inh	Compound
-5.2	5.0	3.3	-4.6	6.3	-3.9	-0.1	3.0	-3.2	0.3	CCOC(=O)COc1c(Cl)cc(/C=C2\N=C(C)OC2=O)cc1OC
-2.6	-3.5	5.5	-9.1	-7.8	4.0	0.5	-3.7	4.1	-3.8	Nc1ccc2oc(-c3ccccc3Cl)cc(=O)c2c1O
2.4	-5.8	1.3	4.5	1.6	-3.3	0.6	-1.4	0.5	-3.2	Cc1cc[n+]2n1CC(O)C2 (configuration not stated)

Carrying on:
SMILES | ARFGAP1 inh | MBD2 DNA inh | PLC-gamma1 inh | DDE Tn7 FP inh | Tn6 DDE FP | PLCb3 inh | KLK7 zymogen act | UHRF1 MBD2 ctr | ADAM17 inh | ASAP1 GAP inh
O=c1cc(-c2ccccc2Cl)oc2c([N+](=O)[O-])c(O)cc(O)c12 | -2.0 | 0.3 | 1.4 | 2.7 | -0.8 | 0.0 | 0.7 | -1.0 | -2.5 | -11.2
O=C(O)c1ccc(N/N=C/c2ccc(C(F)(F)F)cc2)cc1 | -12.8 | 2.3 | -9.3 | -0.7 | 0.5 | -20.4 | -0.4 | -2.6 | -1.0 | -0.8
COc1cccc(NC(=O)c2ccc3c(c2)N(C)CCS3)c1 | -12.7 | -0.3 | i | 8.4 | 2.6 | i | 8.0 | 1.3 | -73.1 | 3.3
CCOC(=O)c1nn(-c2ccccc2)c(=O)c2c(N)scc12 | -24.1 | -2.8 | -52.2 | 2.2 | 6.5 | -62.6 | 1.8 | 0.1 | -5.5 | 2.5
CC1OC(Oc2ccc3ccc(=O)oc3c2-c2c(O)ccc3cc(Oc4ccc5ccc(=O)oc5c4)c(=O)oc23)C(O)C(O)C1O (configuration not stated) | 1.4 | -7.5 | -35.0 | -1.4 | -3.5 | -141.2 | 6.6 | -0.8 | -26.9 | -3.5
CC(=O)c1ccc2c(c1)CC(C)C(=O)N2C (configuration not stated) | 3.0 | 3.3 | 1.8 | 1.2 | -4.6 | 2.7 | 0.1 | 2.9 | -5.2 | -8.0
C=CCn1c(Cc2cccs2)nnc1SC/C=C/c1ccccc1 | 0.4 | 3.3 | 3.4 | 1.1 | 1.1 | 2.2 | 0.3 | -2.8 | 1.9 | -5.9
Cc1ccc(S(=O)(=O)N2CCN(C(=O)c3cccs3)CC2)cc1C | 13.7 | 2.4 | 1.2 | 2.0 | -1.4 | 4.0 | -0.6 | 3.0 | 2.5 | 1.4
COc1ccc(OC)c(NC(=O)CN2CCC(NC(=O)c3ccccc3C)CC2)c1 | 7.7 | -0.4 | 6.2 | 4.1 | 1.8 | -2.6 | 0.2 | 0.3 | 6.9 | -2.8
COc1ccc(CN(C(=O)c2snc(C(N)=O)c2N)C(C)C(=O)NCc2ccc(F)cc2)cc1 (configuration not stated) | 6.4 | 2.9 | -52.3 | 1.9 | 0.7 | -87.9 | -0.6 | 0.3 | -50.8 | -5.4
COC(=O)c1cccc(NC(=O)NC2CCCN2S(=O)(=O)c2ccc(Cl)cc2)c1 (configuration not stated) | 0.8 | 1.5 | -2.9 | 4.8 | -7.7 | 0.2 | -0.1 | 1.1 | -3.8 | -3.1
CCCC1(CCC)NC(=O)N(CC(=O)Nc2ccccc2OC)C1=O | 2.8 | -4.9 | 1.6 | 2.4 | 2.5 | 4.5 | -0.3 | 1.7 | 0.8 | -12.2
CC(C)(C)OC(=O)NCCCCCc1nnc(SCc2c(F)cccc2Cl)o1 | 12.1 | 0.7 | -2.2 | -1.1 | -7.8 | -10.2 | 0.2 | 0.7 | -3.3 | 14.5
Cc1ccc(S(=O)(=O)N(C)C)cc1-n1c(SCC(=O)N(C)C)nc2ccccc2c1=O | 4.8 | 1.2 | 0.7 | -0.3 | -2.5 | -6.5 | -0.4 | 1.0 | -1.6 | 5.0
CCOC(=O)N1CCc2c(sc(NC(=O)C3=COCCO3)c2C(N)=O)C1 | -3.7 | -3.9 | -9.4 | 0.8 | 2.5 | -20.3 | 0.2 | -2.3 | -4.0 | -10.3
C[C@]12c3[nH]c4ccc(Cl)cc4c3CCN1C(=O)[C@@H](CC(=O)NCCc1ccccn1)C[C@@H]2C(=O)N1CCOCC1 | -2.0 | 3.8 | 2.3 | -4.8 | -1.4 | 2.0 | 0.3 | 1.0 | 5.5 | -13.6
COc1ccc(S(=O)(=O)N2CCCCCC2)cc1C(=O)OCC(=O)NC(N)=O | 1.4 | 0.4 | -0.2 | 3.0 | 3.3 | 0.1 | -0.2 | -1.6 | -3.5 | 16.0
CCOC(=O)c1ccccc1NC(=O)COc1ccccc1 | 16.1 | 2.7 | -0.4 | 2.9 | -11.4 | 0.9 | 0.7 | 3.2 | -4.8 | -13.9
CC1CC(C)CN(C(=O)CN2C(=O)NC3(CCCCCCC3)C2=O)C1 (configuration not stated) | -5.0 | 3.8 | -1.0 | -1.3 | -2.4 | -2.2 | 0.1 | 8.3 | -1.7 | -1.1
CCO/C(=C/c1sc2ccc(OC)cc2[n+]1CCCS(=O)(=O)[O-])CC | -3.6 | -9.6 | 7.5 | -0.1 | -2.8 | 2.0 | -0.1 | -8.7 | 0.2 | -8.9
Cc1ccc(N2CC(C(=O)N3CCC(C(=O)Nc4nnc(C(C)C)s4)CC3)CC2=O)cc1 (configuration not stated) | -14.6 | 0.6 | 1.0 | 7.9 | -6.4 | -5.3 | 0.4 | 2.5 | -0.7 | -5.0
